# Screens: PubChem BioAssay, The Scripps Research Institute Molecular Screening Center
# TEAD-YAP inh: TEAD-YAP interaction inhibition, primary screen, TEAD-YAP interaction inhibitor project, luminescence, HEK-TIYL cells; AID 1259422, 2018; TEAD-Gal4/YAP UAS-luciferase luminescence; inhibition, % at 9.12 µM; 640,000 compounds, 1.4% hits; in the data active = inhibition above about 32%;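 also: 0% = median of test compound wells and 100% = reference inhibitor wells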
# MITF inh: MITF inhibitors, primary screen, biochemical, AlphaScreen, human | Microphthalmia-associated transcription factor (Homo sapiens), O75030 | AlphaScreen MITF homodimerization, bead proximity signal | inhibition, % at 2.6 µM | 650,000 compounds, 0.91% hits | AID 1259374, 2018; in the data active = inhibition above about 50%;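 also: 0% = vehicle wells with protein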
# GPR151 activ: activators of human GPR151, primary screen, cell-based, PathHunter beta-arrestin, luminescence. AID 1508602, 2020. 650,000 compounds, 1% hits. G-protein coupled receptor 151 (Homo sapiens), Q8TDV0. activation, % at 11.2 µM. PathHunter beta-arrestin GPR151 cells; in the data active = activation above about 4.9%;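 also: 0% = median of compound wells and 100% = cells with positive control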
# FBW7 activator: FBW7 E3 ligase activators, primary screen, biochemical, AlphaScreen, human | F-box/WD repeat-containing protein 7 (Homo sapiens), Q969H0 | 650,000 compounds, 0.13% hits | normalized activity (activation), % at 26.1 µM | AID 1259310, 2017 | AlphaScreen FBW7–phospho-cyclin E peptide binding, activator screen; in the data active = normalized activity above about 1.9%;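 also: purified mutant Fbw7 with reduced substrate affinity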
# Target sequence (Q969H0 whole entry, looked up): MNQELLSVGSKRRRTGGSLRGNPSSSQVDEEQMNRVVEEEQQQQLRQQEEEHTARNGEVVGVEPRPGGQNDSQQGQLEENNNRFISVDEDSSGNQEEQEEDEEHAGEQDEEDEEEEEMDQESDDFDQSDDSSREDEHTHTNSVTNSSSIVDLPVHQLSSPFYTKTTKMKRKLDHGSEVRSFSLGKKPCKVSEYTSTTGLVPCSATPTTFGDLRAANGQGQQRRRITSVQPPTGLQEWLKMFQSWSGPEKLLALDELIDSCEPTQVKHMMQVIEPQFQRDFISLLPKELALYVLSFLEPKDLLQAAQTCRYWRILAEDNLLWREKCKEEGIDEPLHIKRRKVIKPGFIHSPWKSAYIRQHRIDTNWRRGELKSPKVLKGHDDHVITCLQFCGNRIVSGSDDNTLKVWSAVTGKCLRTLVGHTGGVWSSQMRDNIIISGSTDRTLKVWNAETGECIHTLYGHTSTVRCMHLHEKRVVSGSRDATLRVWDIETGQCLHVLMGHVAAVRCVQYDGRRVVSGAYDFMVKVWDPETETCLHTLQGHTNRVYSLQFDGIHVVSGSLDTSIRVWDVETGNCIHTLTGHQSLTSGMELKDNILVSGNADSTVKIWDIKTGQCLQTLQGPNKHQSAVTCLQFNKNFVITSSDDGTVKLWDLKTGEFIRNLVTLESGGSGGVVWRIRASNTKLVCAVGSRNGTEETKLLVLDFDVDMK
# Active calls of the source: *; . = no result given.
SMILES	TEAD-YAP inh	MITF inh	GPR151 activ	FBW7 activator
Cc1ccc(C(=O)Nc2ccc(Cl)c(Cl)c2)cc1	27.9	-4.5	-1.9	0.0
CCCCCCCCNc1nc(Cl)nc(NCCN2CCOCC2)n1	0.9	-7.1	0.3	-0.1
COc1cc(CN2CCN(Cc3cccc(OC)c3OC)CC2)cc(OC)c1	1.9	27.2	0.2	-0.8
COc1ccc(-c2csc(N3N=C(c4ccccc4)CC3=O)n2)cc1	-8.1	13.6	3.6	-0.4
O=C(Nc1cccc(F)c1)c1cc(F)c(F)cc1Cl	-5.5	21.7	0.2	0.6
Cc1nn(C)cc1S(=O)(=O)NCc1ccco1	-3.7	-11.8	-0.8	-0.1
CC(C)(CN1CCCC1)NS(=O)(=O)c1ccccc1	5.8	-6.0	-1.5	-0.1
COCCn1c(N2CCCC(C)C2)nc2c1c(=O)[nH]c(=O)n2C (stereo not drawn)	2.9	-2.2	-0.7	-0.2
COC(=O)c1cc(S(=O)(=O)N(CCc2ccccc2)Cc2ccccc2)c[nH]1	11.5	2.6	1.3	0.0
CCOC(=O)c1c(NC(=O)c2ccccc2F)sc(C(=O)N2CCOCC2)c1C	-3.6	-5.0	0.3	0.5
Cc1ccc(S(=O)(=O)N(CC(O)CN(CC(C)C)CC(C)C)c2cccc(C)c2)cc1 (stereo not drawn)	-5.2	11.6	0.2	0.0
COC(=O)C1=C(C(=O)OC)[C@@H]2N(C)c3ccccc3[C@@]23C[C@@H](C(=O)OC)N(C(=O)c2ccco2)C3=N1	.	2.6	-0.7	-0.1
CSc1nnc2c(n1)OC(c1cc([N+](=O)[O-])ccc1O)N(C(C)=O)c1ccccc1-2 (stereo not drawn)	3.7	26.5	1.1	0.7
Cc1nc2c(C(=O)NCCN3CCOCC3)cnn2c(C)c1Cc1ccccc1	-5.5	7.8	1.5	-0.1
CC1CCCC(C)N1C(=O)Cn1c(=O)n(Cc2ccco2)c2ncccc21 (stereo not drawn)	8.1	20.0	0.8	0.0
CC(C)(C)OC(=O)COC(=O)/C=C/c1ccc2ccccc2n1	3.6	-9.8	1.8	0.1
COc1cc(NC(=O)NNC(=O)c2cc3occc3n2C)cc(OC)c1OC	1.1	6.0	-0.2	-0.2
O=C(CN1C(=O)/C(=C\c2cccc(Cl)c2)Sc2ccccc21)N1CCCC1	-4.1	-2.5	-0.3	0.6
Cc1ccc(C2=N/C(=C\c3ccc(OC(=O)c4ccccc4)cc3)C(=O)O2)cc1	9.4	0.6	0.9	0.2
Cn1c(=N)n(CC(=O)c2cccs2)c2ccccc21	-47.3	17.4	-0.7	0.5
CCSc1nnc2c(n1)OC(c1cc(Cl)c(O)c(OC)c1)Nc1ccccc1-2 (stereo not drawn)	-13.0	-3.0	1.4	0.4
Cc1nn(-c2ccc(Cl)cc2Cl)c2c1C(=O)CC(C)(C)C2	-11.9	-1.2	-0.5	0.0
CC1(C)CC(NC(=O)C(F)(F)F)CC(C)(C)N1O	1.7	9.2	-0.1	0.1
CC(C)NC(=O)Cn1nc(C(F)(F)F)c2c1CCCC2	5.7	19.9	0.6	0.1
Cc1ccc2c(c1)c(=O)c1ccccc1n2CCCC(=O)Nc1c(F)cccc1F	0.2	-2.9	0.7	0.1
O=C(O)c1cc(-c2ccc(-c3ccccc3)cc2)nc2ccccc12	84.8*	13.7	-1.6	0.0
COC(=O)C1=CNC=C(C(=O)OC)C1c1cc(OC)ccc1OC	-0.5	10.2	1.9	0.2
COc1ccc(NC(=O)c2sc3ncnc(N4CCN(c5ccccn5)CC4)c3c2C)cc1OC	14.2	2.1	0.8	-0.1
O=C(C1CC2CCCN2C12C(=O)Nc1ccccc12)N1CCN(c2ccccc2F)CC1 (stereo not drawn)	-10.4	16.3	2.4	0.1
O=C(Nc1nc(-c2ccccn2)cs1)C1=COCCO1	-28.2	38.0	-3.2	-0.1

# Arranged by molar mass (ascending): 5 of the compounds above.
SMILES	TEAD-YAP inh	MITF inh	GPR151 activ	FBW7 activator
Cc1ccc(C(=O)Nc2ccc(Cl)c(Cl)c2)cc1	27.9	-4.5	-1.9	0.0
COC(=O)C1=CNC=C(C(=O)OC)C1c1cc(OC)ccc1OC	-0.5	10.2	1.9	0.2
Cc1ccc(S(=O)(=O)N(CC(O)CN(CC(C)C)CC(C)C)c2cccc(C)c2)cc1 (stereo not drawn)	-5.2	11.6	0.2	0.0
COc1ccc(NC(=O)c2sc3ncnc(N4CCN(c5ccccn5)CC4)c3c2C)cc1OC	14.2	2.1	0.8	-0.1
COC(=O)C1=C(C(=O)OC)[C@@H]2N(C)c3ccccc3[C@@]23C[C@@H](C(=O)OC)N(C(=O)c2ccco2)C3=N1	.	2.6	-0.7	-0.1

# Remaining list, next part:
SMILES	TEAD-YAP inh	MITF inh	GPR151 activ	FBW7 activator
Cc1onc(-c2ccccc2Cl)c1C(=O)Nc1ccc(NC(=O)c2ccc([N+](=O)[O-])cc2)cc1	3.8	7.7	0.0	-0.2
C=CCN1C(=O)C(=O)/C(=C(\O)c2ccc(Br)cc2)C1c1cccc(F)c1 (stereo not drawn)	-1.6	-0.5	3.9	0.0
O=C(COc1ncnc2c(Cl)cc(Cl)cc12)NCCCN1CCCC1=O	-7.0	-3.5	2.7	0.0
COC(c1ccccc1)c1nnc(CCC(=O)NCc2cccs2)o1 (stereo not drawn)	-4.0	-18.5	-1.4	-0.1
CCc1ccc(S(=O)(=O)NCC(c2ccc3c(c2)CCCN3C)N(C)C)s1 (stereo not drawn)	-0.7	2.5	-0.8	-0.3
Cc1nnc(NS(=O)(=O)c2ccc(C(C)(C)C)cc2)s1	3.0	5.7	0.9	0.1
COc1ccc(-c2csc3nc(C)cc(C)[n+]23)cc1	-18.5	1.7	-1.4	0.0
O=C(CSc1nc2ccccc2c(=O)n1CCC(=O)N1CCN(c2ccccc2)CC1)NCC1CCCO1 (stereo not drawn)	13.0	9.3	3.6	0.4
CN(C)c1ccc(/C=N/NC(=O)CCn2nnc3ccccc32)cc1	3.3	1.8	0.4	-0.1
COCCN=c1scc(-c2cc(OC)ccc2OC)n1/N=C/c1c[nH]c2ccccc12	-4.8	8.2	-0.9	-0.2
COC(=O)C(CCSC)NC(=O)C(Cc1ccccc1)NC(=O)C1CCC(C)CC1 (stereo not drawn)	10.9	4.5	-0.7	0.8
CCn1c(=NC(=O)c2ccn(C)n2)sc2c(C)ccc(OC)c21	-9.2	-9.3	1.6	-0.1
Cn1nc(C(=O)NNc2c(F)c(F)cc(F)c2F)c2ccccc2c1=O	-3.6	3.0	-1.1	0.1
CN(C)c1ccc(C(=O)/C(F)=C/c2ccccc2)cc1	-59.7	-2.7	-0.6	0.0
CCN(CC)CCC(O)(c1ccccc1)C1CCCCC1 (stereo not drawn)	6.0	6.3	0.2	0.3
Cc1ccc(-c2csc3nnc(SCC(=O)N4CCCCCC4)n23)cc1	3.1	-2.8	-1.7	-0.1
Cc1cc(C(=O)Nc2sc(C)c(C)c2C(N)=O)ccc1[N+](=O)[O-]	-44.5	-7.9	0.3	0.1
C[C@H](O)[C@H]1NC(=O)[C@H]2CN(C(=O)Oc3ccc(Cl)cc3)CCN2C1=O	4.7	5.1	0.1	-0.2
COc1ccc2c(c1)cc(C)c1nn(CC(=O)N3CCOCC3)c(=O)n12	-4.2	3.5	-0.2	0.0
COc1ccccc1NC(=O)c1ccc(N2CC3CC(C2)c2cccc(=O)n2C3)c([N+](=O)[O-])c1 (stereo not drawn)	-14.9	0.9	-2.3	-0.2
Cc1cccc(NC(=O)c2oc3c(c2C)C(=O)CC(C)(C)C3)n1	-35.7	3.2	0.2	-0.1
COc1ccccc1NC(=O)CN(c1ccccc1C)S(C)(=O)=O	3.4	7.9	1.3	0.0
CCOC(=O)N1CCC(NC(=O)Cc2c(C(=O)O)[nH]c3ccccc23)CC1	1.4	20.3	-0.5	0.8
CCOC(=O)C1=Nc2ccc(OC)cc2C1=[N+]=[N-]	-2.2	-3.5	-0.8	1.4
COc1cc([N+](=O)[O-])ccc1NC(=S)N1CCCC1	-2.3	9.1	-1.0	-0.3
O=C(Nc1ccc(Cl)c([N+](=O)[O-])c1)c1ccc(Br)o1	-2.1	-10.5	0.8	-0.1
COc1ccc(OCCOC(=O)Nc2ccccc2)cc1	3.4	-0.1	-1.8	0.2
CCOc1ccccc1NS(=O)(=O)c1ccc2c(c1)SC(C)CN2C(C)=O (stereo not drawn)	14.6	7.0	-0.9	-0.2
CCCOc1ccc2c3c(c(=O)oc2c1)CCC3	-1.0	2.4	7.9*	0.1
CCCOc1cccc(C(=O)Nc2ccc(NC(=O)c3ccccc3)c(Br)c2)c1	-5.6	8.8	0.0	0.0
NC(=O)NS(=O)(=O)c1ccc(NC(=S)NC(=O)/C=C/c2ccccc2)cc1	-9.1	7.6	-0.2	0.0
Cn1c(SCC(=O)NC2CCCCC2)nnc1C(F)(F)F	4.2	11.7	-0.4	0.1
CSc1ccc(-c2ccc(C(=O)NCc3ccco3)c(N(C)CCN(C)C)n2)cc1	-11.0	3.9	-0.3	-0.1
Cc1cc(NC(=O)c2ccc3c(c2)C(=O)N(CC(C)C)C3=O)no1	10.0	5.7	0.7	0.4
CCCCNC(=O)C1CCN(S(=O)(=O)N2CCCC2)CC1	-3.5	2.4	-0.8	-0.1
Clc1ccc(-c2csc3ncnc(Oc4ccc(OCc5ccccc5)cc4)c23)cc1	-13.2	8.9	0.6	0.0
COc1ccc(/C=C(\C#N)C(N)=O)cc1OCc1ccc(Br)cc1	7.4	8.9	2.0	0.1
COc1cc(CN2CCc3nnc(CCNC(=O)C4CCCCC4)n3CC2)cc(OC)c1	5.7	3.7	-0.5	0.0
CCC(=O)N1CCCC(c2nnc(-c3ccccc3F)s2)C1 (stereo not drawn)	73.5*	6.3	-5.8	0.1
O=C(O)C1CCCN(c2ncnc3scc(-c4ccc(Cl)cc4)c23)C1 (stereo not drawn)	-3.9	-2.9	0.5	0.1
Nc1cccc(S(=O)(=O)Nc2ccccc2C(=O)OCC(=O)c2ccccc2)c1	2.5	0.9	-0.7	0.1
Nc1ncnc2nc(SCc3ccc(Cl)cc3Cl)[nH]c12	-14.4	6.6	1.1	0.1
Nc1nc(NCc2cccc(Cl)c2)nn1-c1ccccc1	-63.2	12.5	-0.2	0.0
CCCC(c1nnnn1CC1CCCO1)N1CCN(C(=O)c2ccco2)CC1 (stereo not drawn)	10.9	10.6	-1.2	0.4
CC1CC(C)(C)NC(=S)N1CCC(=O)Nc1nc2ccccc2s1 (stereo not drawn)	-10.8	-6.5	0.5	0.0
CNC(=O)c1ccsc1NC(=O)c1cc(Cl)ccc1Cl	7.0	-1.9	1.2	0.0
CC/C(=N\NC(N)=S)c1ccc(O)c(OC)c1	1.9	-361.1	1.3	-0.4
C[C@H]1Cc2c(COc3ccccc3)nc3c(c2CO1)CN(C(=O)Nc1cccc(C#N)c1)CC3	.	12.5	-0.4	-0.1
CC1CCC(NC(=O)c2ccc(Cn3c(=S)[nH]c4cc5c(cc4c3=O)OCO5)cc2)CC1 (stereo not drawn)	0.3	-0.5	-2.6	-0.2
CCOc1ccccc1Nc1nnc(SCC(=O)Nc2ccc(C(C)=O)cc2)s1	-10.3	9.9	-2.3	-0.1
CCOc1ccc(CC(=O)NCc2ccccc2)cc1	37.4*	-1.9	0.5	-0.1
COc1cc(OC)c(OC)cc1/C=c1\sc2nnc(-c3ccccc3)n2c1=O	-14.1	0.0	1.7	0.0
COc1ccc(/C=C(\C#N)c2nn(-c3ccccc3)c(N)c2C#N)cc1	1.1	26.8	-1.9	0.3
O=C(NNC1CC(=O)N(c2ccc(Cl)cc2)C1=O)c1ccc(Cl)cc1 (stereo not drawn)	-7.8	-5.3	1.1	0.2
Cc1cnc(C)c(-c2ccc3c(c2)CC(CNC(=O)c2sccc2C)O3)n1 (stereo not drawn)	-3.2	4.9	1.3	-0.2
O=C(COc1ccc(I)cc1)N/N=C/c1cccc([N+](=O)[O-])c1	8.1	5.9	1.7	0.0
CCn1c2ccccc2c2nnc(NCCc3cc(OC)ccc3OC)nc21	-8.2	1.7	0.2	0.5
O=C(c1ccc(Sc2cccc(Cl)c2)c([N+](=O)[O-])c1)N1CCCCC1	-17.4	-10.8	0.2	-0.1
CCN(CC)C(=O)Cn1cnc2sc(C(=O)Nc3cc(OC)ccc3OC)c(C)c2c1=O	0.0	3.2	-0.4	0.0
OC(c1cccnc1)c1ccc2c(c1)CN(Cc1cnn(-c3ccccc3)c1)CCO2 (stereo not drawn)	5.7	13.0	0.9	0.0
CCOC(=O)c1ccc(N=CC2=C(O)CC(C)(C)CC2=O)cc1	-4.1	-6.7	0.8	-0.1
CCOC(=O)Cn1cc(/C=C2\Sc3ccccc3C2=O)c2ccccc21	2.9	12.0	0.7	0.3
COc1ccc(CCNC(=O)CCCC2=NS(=O)(=O)c3ccccc3N2)cc1OC	7.7	15.4	1.9	-0.1

# This is a random part of the collection, and some 3.5% of all compounds hit somewhere here.
